Source: PubChem (National Center for Advancing Translational Sciences (NCATS))
DT40 TDP1 no CPT – qHTS for Inhibitors of human tyrosyl-DNA phosphodiesterase 1 (TDP1): qHTS in cells in absence of CPT | DT40 Tdp1-/- hTDP1 cells, no CPT, ATP luminescence, 48 h | Potency, µM (series often up to 46.2 µM), for the others: top-dose activity change, negative = growth inhibition, hits mostly inhibitors | 420,000 compounds, 15% hits; also: nearly all actives have a fitted effect of over 55% in size
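Chicken DT40 Tdp1-/- cells complemented with human TDP1, screened without camptothecin (DMSO vehicle only), 400 cells/well. Compounds pin-transferred, cells incubated at 37 °C for at least 48 hr. Growth read as ATP-dependent luminescence (CellTiter-Glo, 30 min at RT).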
GCN5L2 inh – qHTS Assay for Inhibitors of GCN5L2; Histone acetyltransferase KAT2A (Homo sapiens), Q92830; GCN5L2 HAT assay, ThioGlo1 CoA-SH fluorescence; Potency, µM (series often up to 58.9 µM), for inactives: top-dose activity change, negative = inhibition, hits mostly inhibitors; 390,000 compounds, 0.21% hits; AID 504327, 2011
Target sequence (Q92830 whole entry, looked up): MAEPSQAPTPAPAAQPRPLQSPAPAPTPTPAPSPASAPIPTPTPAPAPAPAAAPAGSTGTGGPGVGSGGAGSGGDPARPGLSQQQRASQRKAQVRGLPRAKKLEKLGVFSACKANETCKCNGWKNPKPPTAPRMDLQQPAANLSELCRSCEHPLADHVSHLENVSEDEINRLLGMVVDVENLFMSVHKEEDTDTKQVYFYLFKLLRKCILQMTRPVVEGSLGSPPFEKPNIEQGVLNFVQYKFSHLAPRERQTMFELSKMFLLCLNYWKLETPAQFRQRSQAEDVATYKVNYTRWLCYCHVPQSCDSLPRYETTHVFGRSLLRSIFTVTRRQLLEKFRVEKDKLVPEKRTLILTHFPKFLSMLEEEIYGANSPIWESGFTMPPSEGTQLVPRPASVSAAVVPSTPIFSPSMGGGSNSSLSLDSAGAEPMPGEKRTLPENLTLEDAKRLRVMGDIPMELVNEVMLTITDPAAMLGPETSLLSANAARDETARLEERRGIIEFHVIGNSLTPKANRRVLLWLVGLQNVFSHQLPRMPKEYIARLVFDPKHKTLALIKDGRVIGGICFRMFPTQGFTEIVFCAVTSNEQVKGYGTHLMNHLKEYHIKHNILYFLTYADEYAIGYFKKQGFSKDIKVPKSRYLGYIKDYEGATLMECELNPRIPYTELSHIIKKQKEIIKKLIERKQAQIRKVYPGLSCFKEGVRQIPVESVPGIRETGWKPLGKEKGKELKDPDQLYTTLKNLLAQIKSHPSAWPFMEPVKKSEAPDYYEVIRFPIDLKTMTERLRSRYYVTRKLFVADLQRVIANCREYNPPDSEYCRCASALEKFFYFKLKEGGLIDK
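GCN5L2 (20 nM) in 50mM HEPES pH 7.5, 0.1mM EDTA, 0.01% Tween-20 preincubated 15 min with compounds at room temperature. Reaction started with H3(1-25) 75uM, acetyl-CoA 70uM, ThioGlo1 50uM; CoA-thiol fluorescence (Ex340/Em540) read at 0 and 20 min.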
TDP1 inh – qHTS Assay for Inhibitors of Tyrosyl-DNA Phosphodiesterase (TDP1) | Tyrosyl-DNA phosphodiesterase 1 (Homo sapiens), Q9NUW8 | recombinant TDP1, AlphaScreen DNA substrate cleavage | Potency, µM (highest dose often 130 µM), for the others: at the top dose activity change, negative = inhibition, usual class: inhibitors | 350,000 compounds, 0.28% hits | AID 485290, 2010; also: nearly all actives have a fitted effect of over 40% in size
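Tdp1 1 nM final; 15 min RT w/ cpd; substrate 15 nM, 5 min; beads 10 ug/ml, 10 min; AlphaScreen read. Neg ctrl: no enzyme.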
Active calls of the source: *; ? = inconclusive; / = no result given; [ ] = another dose, or the depositor's remark. Calls follow the shape of the dose curve; as a rule, active = well fitted curve in the direction sought with a large enough effect; inconclusive = small, poorly fitted or top-dose-only effect, or another doubt; inactive = no such curve, though single readings can be large; an effect the other way counts as inactive or inconclusive. % is scaled to controls: 0 for no effect and ±100 for the full control effect; potency is read from the fitted curve at half-maximal effect.

The line under a structure holds: DT40 TDP1 no CPT, GCN5L2 inh, TDP1 inh
1	Cc1oc(/C=N/NS(=O)(=O)c2ccccc2)cc1Br
  -14%, -1%, 5%
2	CCOC(=O)c1cc(-c2ccccc2)n(CCC(=O)Nc2ccc(OC)c(Cl)c2)c1C
  16µM*, -9%, 4%
3	CCNc1nc(Oc2ccc(C(=O)OC)cc2)nc(SC)n1
  -35%, -3%, 2%
4	CC1CN(C(=O)COc2ccc3c(-c4ccccc4)cc(=O)oc3c2)CC(C)O1 (centres undefined)
  -41%, -1%, 1%
5	COc1cccc(C(=O)NCC(c2ccc(N(C)C)cc2)N2CCCC2)c1OC (centres undefined)
  ?, -15%, 4%
6	COc1ccccc1NC(=S)NNC(=S)Nc1ccc(OC(F)F)cc1
  21µM*, 2%, 4%
7	COc1ccc(-c2cc(C(=O)Nc3ccc(C)c(C)c3)no2)cc1
  ?, 9%, /
8	Cc1cc(Br)ccc1OCc1nc(-c2cccnc2)no1
  ?, -8%, 5%
9	Cc1ccc(-n2c(SCC(=O)N3CCN(c4ccccn4)CC3)nnc2N2CCCC2)cc1
  -23%, 0%, 2%
10	COC(=O)c1cn(NC(=O)c2ccc([N+](=O)[O-])cc2Cl)c(=O)c2ccccc12
  -4%, 1%, -3%
11	COc1cccc(Oc2ccc(C(F)(F)F)cc2NC(=O)C2=COCCO2)c1
  -11%, -7%, 2%
12	CCOC(=O)c1c(NC(=O)Cn2ccsc2=N)sc(C)c1C
  -20%, -14%, 5%
13	CCCS(=O)(=O)c1c(S(=O)(=O)CCC)c2c(C)cccn2c1C(=O)N/N=C/c1cc(O)cc(O)c1
  15µM*, -9%, /
14	N#C/C(C(=O)Nc1ccc(Cl)cc1)=C(/S)Nc1ccccc1
  12µM*, 7.9µM*, /
15	Cc1ccc(/C=C/C(=O)O)cc1S(=O)(=O)N1CCC(Cc2ccccc2)CC1
  4%, -5%, 1%
16	Cc1oc2ncn(C)c(=O)c2c1C(=O)Nc1ccccn1
  0%, 0%, -1%
17	Nc1c(C(=O)Nc2ccccc2F)sc2nc(-c3cccnc3)ccc12
  ?, -6%, -2%
18	COc1cccc2c1OCC(C(=O)O)C2 (centres undefined)
  -1%, -3%, 0%
19	CC(=O)c1cc(C#N)c(SCC(=O)OC(C)(C)C)nc1C
  ?, -5%, 1%
20	FC(F)(F)c1cccc(CNC2c3ccccc3-c3ccccc32)c1
  -28%, -10%, /
21	Cc1[nH]c2ccccc2c1/C=C(\C#N)C(=O)NC1CC1
  -4%, -3%, 6%[56.1 µM]
22	Cc1ccccc1Cn1c(CN2CCCC(C)C2)nc2c1c(=O)n(C)c(=O)n2C (centres undefined)
  5.8µM*, -3%, 2%
23	O=C(Nc1ccccc1N1CCOCC1)C1Cc2ccccc2CN1C(=O)c1ccco1 (centres undefined)
  -17%, -1%, 0%
24	CN=c1scc(-c2ccc(Br)cc2)n1C
  -28%, -4%, 4%
25	CCSCc1nnc(SCC(=O)Nc2nc3ccccc3s2)n1C
  -10%, 0%, 2%
26	COc1ccc(Nc2c(-c3ccc(OC)cc3)nc3cnccn23)cc1
  ?, -3%, 6%
27	CCOC(=O)c1sc(N)c(C#N)c1COC(=O)CNC(=O)c1ccccc1
  -30%, -3%, 6%
28	c1ccc(CN2CCN(Cc3nnc(-c4ccccc4)o3)CC2)cc1
  0%, -2%, -4%
29	Cc1ccc(C)c(NC(=O)C(Sc2nnc(-c3cccs3)o2)c2ccccc2)c1 (centres undefined)
  -1%, 1%, 3%
30	CC(Cn1cnc2ccccc21)C(=O)O (centres undefined)
  -2%, 2%, -2%
31	CCn1cc(/C=C(\NC(=O)c2ccc(OC)c(OC)c2)C(=O)NCCCn2ccnc2)c2ccccc21
  -22%, -12%, 5%
32	CCN(CC(=O)Nc1ccc(NC(C)=O)cc1)C(=O)CSc1ncnc2sc(C)c(C)c12
  -27%, -15%, /
33	Cc1cc(NCCN2CCOCC2)n2nc(C)c(-c3ccccc3)c2n1
  ?, -11%, 5%
34	O=S(=O)(NC(=S)NC1CCCCC1)c1ccccc1
  1%, -5%, 2%
35	COc1cccc(/C=C/c2ccccn2)c1O
  7%, -4%, 4%
36	O=C(CCC1CCCN(C(=O)CCCc2ccccc2)C1)N1CCN(c2ccccn2)CC1 (centres undefined)
  ?, -1%, /
37	COc1ccc(OC)c2[nH]c(=O)c(CCNS(=O)(=O)c3ccccc3)cc12
  1%, 20%, -4%
38	COc1ccccc1CNc1cc(-c2ccccc2OC)ncn1
  2.9µM*, -11%, /
39	CO[C@H]1C=CO[C@@]2(C)Oc3c(C)c(O)c4c(O)c(c5c(nc6cc(C)ccn65)c4c3C2=O)NC(=O)C(C)=CC=C[C@H](C)[C@H](O)[C@@H](C)[C@@H](O)[C@@H](C)[C@H](OC(C)=O)[C@@H]1C
  /, -7%, 9%
40	O=C1c2cccnc2C(O)N1Cc1ccco1 (centres undefined)
  -16%, 3%, 5%
41	Cc1ccccc1-c1noc(-c2ccccc2F)n1
  -4%, -2%, -10%
42	CC(=O)c1ccc(NC(=O)C(C)Sc2nnc(C3CC3)n2C2CC2)cc1 (centres undefined)
  -7%, -4%, 0%
43	Cc1ccc(NC(=O)Cn2cc(S(=O)(=O)NC(C)C)c(S(=O)(=O)NC(C)C)c2)cc1Cl
  -87%, -3%, 1%
44	CC(C)N(CCNC(=O)C1CCN(S(=O)(=O)N2CCOCC2)CC1)Cc1ccccc1
  -11%, -5%, -7%
45	CC[C@@H](C(=O)n1nc(C)cc1C)[C@H](NS(=O)(=O)c1ccc(C)cc1)c1ccccc1
  21µM*, -2%, 0%
46	COCc1c(C(=O)NCc2ccccc2CN2CCCC2)oc2ccccc12
  -23%, 0%, 1%
47	CCC(=O)c1ccc(OC(=O)/C=C/c2cc(OC)c(OC)c(OC)c2)cc1
  2%, -2%, 10%
48	CC(=O)Cn1ncc(N2CCCCC2)c(Cl)c1=O
  -9%, -4%, 3%
49	CCC(C)(C)C(=O)Nc1ccc(OC)cc1[N+](=O)[O-]
  -23%, 0%, 4%
50	O=C(COc1ccccc1)NCC(=O)N/N=C/C=C/c1ccccc1
  -19%, -6%, -3%
51	CCOc1ccc(CN2CCN(C/C=C/c3ccc(OC)cc3)CC2CCO)cc1 (centres undefined)
  ?, -2%, -2%
52	CCC(C)NC(=O)COc1ccc(OCc2ccccc2)cc1 (centres undefined)
  26µM*, 3%, -4%
53	Cc1ccccc1C(=O)N1CCN=C1SCc1ccc([N+](=O)[O-])cc1
  ?, -10%, 6%
54	Cc1ccc(C2C=C(c3ccccc3OC(F)F)Nc3ncnn32)cc1 (centres undefined)
  -24%, -17%, 7%
55	Cc1ccc(N2C(=O)CC(n3nc(C)cc3C)C2=O)cc1 (centres undefined)
  -3%, 1%, 1%

A portion of the library, so the mix of outcomes need not match the whole.
